Screening results from PubChem.
PLK1 PBD inh: qHTS for Inhibitors of PLK1-PDB (polo-like kinase 1 - polo-box domain): Primary Screen; Potency, µM, without a hit: max response, negative = inhibition, usual class: inhibitors; AID 720504, 2013; Plk1 PBD binding of FITC phosphopeptide, fluorescence polarization; 360,000 compounds, 2.8% hits; Serine/threonine-protein kinase PLK1 (Homo sapiens), P53350; note: potency is the fitted concentration of half-maximal effect; series mostly up to about 57 µM; % is set by controls: 0 for no effect and ±100 for the full control effect; nearly all actives have a fitted effect of over 65% in size
CCT modulator: High-Throughput Screening for Modulators of Cytosolic Chaperonin Activity. AID 651819, 2012. purified chaperonin ATPase assay, HTRF ADP detection, 30 min. 360,000 compounds, 0.3% hits. activity change, % (test concentration not listed), hits read low; in the data active = activity change below about -30%; note: % is set by controls: 0 for no effect and ±100 for the full control effect
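First, chaperonin was dispensed at 40 nM or 20 nM final depending on batch activity. Next, compounds were pinned at 76 uM and ATP added at 10 uM. After 30 min at 37 °C, ADP detection reagents ran 30 min at ambient temperature.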
PI5P4K alpha inh: qHTS for Inhibitors of phosphatidylinositol 5-phosphate 4-kinase (PI5P4K) | Phosphatidylinositol 5-phosphate 4-kinase type-2 alpha (Homo sapiens), P48426 | PI5P4Kalpha enzyme, ADP-Glo luminescence, 60 min; active compounds read low | max response, % | 330,000 compounds, 1.2% hits; active = max response of -50% or lower; inconclusive = between -30% and -50%; inactive = -30% or higher; note: value at the top dose of about 77 µM; % is set by controls: 0 for no effect and ±100 for the full control effect
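Human PI5P4Kalpha with substrate in 0.038 M HEPES pH 7.4, 0.28 mM EGTA, 0.1% CHAPS, 5% DMSO; reaction started with 5 microM ATP (final), 60 min at room temperature. ADP formed read by ADP-Glo luminescence.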
EPAC1 ag: qHTS for Agonist of cAMP-regulated guanine nucleotide exchange factor 3 (EPAC1): primary screen; Rap guanine nucleotide exchange factor 3 (Homo sapiens), O95398; EPAC1 agonist qHTS, biochemical assay; response scale: 100% = response to 6.5 mM cAMP; Potency, µM (highest dose often 154 µM), without a hit: at the highest dose activation, most hits filed as activators; 360,000 compounds, 0.073% hits; note: potency is the fitted concentration of half-maximal effect; nearly all actives have a fitted effect of over 60% in size
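Compounds were pinned as a concentration titration into mixtures of EPAC1 (100 nM), BODIPY-GDP-loaded Rap1B (250 nM) and GDP (50 uM). After 5 min at room temperature, fluorescence was followed for 30 min; activity was scaled to 6.5 mM cAMP.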
EPAC2 agonist: qHTS for Agonist of cAMP-regulated guanine nucleotide exchange factor 4 (EPAC2): primary screen | EPAC2 activation, biochemical qHTS; response scale: 100% = 6.5 mM cAMP response | 360,000 compounds, 0.079% hits | AID 720711, 2013 | Rap guanine nucleotide exchange factor 4 (Homo sapiens), Q8WZA2 | Potency, µM (series often up to 154 µM), for inactives: top-dose activation, hits mostly activators; note: potency is the fitted concentration of half-maximal effect; nearly all actives have a fitted effect of over 50% in size
Target sequence (Q8WZA2 whole entry, looked up): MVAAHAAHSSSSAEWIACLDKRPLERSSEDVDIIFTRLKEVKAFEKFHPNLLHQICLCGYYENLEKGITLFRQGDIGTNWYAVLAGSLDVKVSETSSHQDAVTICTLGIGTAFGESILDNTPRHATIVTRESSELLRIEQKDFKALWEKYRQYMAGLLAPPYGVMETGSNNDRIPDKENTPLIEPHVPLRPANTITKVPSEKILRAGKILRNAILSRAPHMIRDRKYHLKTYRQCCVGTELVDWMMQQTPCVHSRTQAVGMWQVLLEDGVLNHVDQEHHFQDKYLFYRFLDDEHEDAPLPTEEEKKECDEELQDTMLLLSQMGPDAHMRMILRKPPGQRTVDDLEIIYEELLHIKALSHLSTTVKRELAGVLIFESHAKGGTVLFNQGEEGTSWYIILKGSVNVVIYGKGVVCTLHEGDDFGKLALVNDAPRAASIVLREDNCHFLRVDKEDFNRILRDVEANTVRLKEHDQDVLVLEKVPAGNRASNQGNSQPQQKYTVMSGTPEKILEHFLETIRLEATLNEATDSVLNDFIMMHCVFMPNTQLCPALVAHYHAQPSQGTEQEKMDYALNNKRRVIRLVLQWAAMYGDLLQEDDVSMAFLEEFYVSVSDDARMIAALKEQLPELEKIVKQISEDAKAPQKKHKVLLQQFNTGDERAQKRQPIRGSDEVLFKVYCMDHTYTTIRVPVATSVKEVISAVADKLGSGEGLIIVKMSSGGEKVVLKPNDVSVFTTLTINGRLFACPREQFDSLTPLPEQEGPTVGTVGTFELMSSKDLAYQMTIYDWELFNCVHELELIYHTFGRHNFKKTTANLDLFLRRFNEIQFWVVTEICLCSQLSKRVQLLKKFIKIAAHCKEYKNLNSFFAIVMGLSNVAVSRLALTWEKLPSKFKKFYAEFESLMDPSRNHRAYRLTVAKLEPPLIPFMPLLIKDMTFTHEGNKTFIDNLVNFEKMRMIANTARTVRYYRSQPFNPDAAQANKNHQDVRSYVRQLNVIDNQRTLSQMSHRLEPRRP
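Guanine nucleotide exchange by EPAC2 is measured as reduced fluorescence of BODIPY-GDP once it is released from 250 nM Rap1B. Plates are read kinetically for 30 min at room temperature; results are scaled to 6.5 mM cAMP.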
WRN helicase inh: qHTS for Inhibitors of WRN Helicase | Bifunctional 3'-5' exonuclease/ATP-dependent helicase WRN (Homo sapiens), Q14191 | WRN helicase unwinding, fluorescent forked duplex, kinetic | Potency, µM (titrated, usually from 114 µM), inactives show at the top dose activity change, negative = inhibition, most hits filed as inhibitors | 360,000 compounds, 0.46% hits; note: potency is the fitted concentration of half-maximal effect; % is set by controls: 0 for no effect and ±100 for the full control effect; nearly all actives have a fitted effect of over 55% in size
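Fluorescence dequenching readout, ex 525 nm/em 598 nm, kinetic mode: forked duplex DNA (100 nM final) with adjacent fluorophore and quencher unwound by WRN (20 nM final) with 2 mM ATP. Compound preincubation 15 min, room temperature.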
IL2 activator: qHTS of IL-2 Activators; activation, % (series mostly up to about 46 µM); 360,000 compounds, 0.065% hits; IL-2 activation reporter assay, cell-based qHTS; stimulated with anti-CD3/CD4/CD28 beads; in transgenic mouse T cells; in the data active = activation above about 50%; inconclusive = mostly about 30% to 49%; note: 0% is about no effect
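Using fluorescent plate cytometry, EGFP and DsRed are detected in transgenic mouse T cells stimulated 18 h at 37 degrees C with antibody-coated beads after 60 min compound pretreatment.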
EPAC1 antag: qHTS for Antagonist of cAMP-regulated guanine nucleotide exchange factor 3 (EPAC1): primary screen | 360,000 compounds, 0.14% hits | AID 720709, 2013 | EPAC1 GEF assay, Rap1b-BODIPY-GDP exchange fluorescence | Rap guanine nucleotide exchange factor 3 (Homo sapiens), O95398 | Potency, µM (titrated, usually from 115 µM), without a hit: at the top dose activity change, negative = inhibition, hits mostly inhibitors;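 note: potency is the fitted concentration of half-maximal effect; plate controls were vehicle for no effect and positive control for full effect; nearly all actives have a fitted effect of over 50% in size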
Numbers without * were called inactive; ? = inconclusive; . = no result given; [ ] = remark or other dose. Unless noted, calls come from the whole dose curve; as a rule, active = well fitted curve in the direction sought with a large enough effect; inconclusive = small, poorly fitted or top-dose-only effect, or another doubt; inactive = no such curve, though single readings can be large; an effect the other way counts as inactive or inconclusive. Not all compounds are listed, so the mix of outcomes need not match the whole.

PLK1 PBD inh,CCT modulator,PI5P4K alpha inh,EPAC1 ag,EPAC2 agonist,WRN helicase inh,IL2 activator,EPAC1 antag,mol
-13%,-1.6,3,7%,8%,-6%,-0.9,2%,CCCC(=O)Nc1nc2nc(-c3ccccc3)cc(-c3ccccc3)n2n1
3%,-0.5,-3,2%,3%,-8%,1.9,7%,CCn1cc(C(=O)NCCC(=O)OC)c(=O)c2cc3c(cc21)OCO3
4%,0.3,2,3%,-12%,0%[57.1 µM],0.6,7%,CCCCCCCCNC(=O)c1cccnc1SCC(=O)Nc1ccccc1OC
-12%,0.7,-3,0%,-3%,-5%,0.5,-6%,Cc1cc(C)c(S(=O)(=O)n2cc(C(C)C(N)C(=O)O)c3ccccc32)c(C)c1 (stereo not given)
-6%,-1.0,2,12%,4%,-2%,-4.8,-8%,CCN(CC)S(=O)(=O)c1ccc2c(c1)nc(CCC(=O)OCC(=O)Nc1cc(OC)cc(OC)c1)n2C
-7%,-0.5,8,0%,17%,-7%,-1.9,-19%,Cc1cccc(NCc2nc(-c3ccccc3)no2)c1
-4%,-4.4,2,-1%,-18%,-4%,-0.1,-8%,CCCc1[nH]n(-c2nc3ccccc3s2)c(=O)c1C=NCC(C)C
?,0.5,?,0%,0%,-1%,-3.5,6%,COc1cccc(C(c2sc3nc(C)nn3c2O)N2CCc3ccccc3C2)c1 (stereo not given)
4%,-6.1,2,-2%,-3%,-21%,-1.5,0%,CCN(CC)C(=O)c1ccc(NS(=O)(=O)c2ccc3[nH]c(=O)[nH]c3c2)cc1
?,-6.6,?,-19%,-1%,-31%,0.0,2%,CC(C)OC(=O)CSc1nc(N)c(C#N)c(-c2ccco2)c1C#N
1%,-0.4,1,8%,2%,-10%,0.9,0%,COc1ccc(CSc2nnc(C)n2N)cc1
-16%,-2.6,.,19%,15%,-12%,3.0,-7%,CCCc1nc2ccccc2c(C(=O)OCC(=O)NCc2ccco2)c1CC
-8%,-3.6,5,-2%,-3%,-21%,-3.6,4%,CCOC(=O)Nc1sc(C)c(C)c1C(N)=O
3%,0.3,-2,-10%,0%,5%,0.9,-1%,O=C(OCc1nc2ccccc2[n+]([O-])c1C(=O)c1ccccc1)c1cccs1
-6%,1.8,-2,-9%,-10%,1%,0.9,-19%,COc1ccc(CNC(=O)OC23CN(C(=O)OC(C)C)N(C(=O)OC(C)C)CC2(O)CN(S(=O)(=O)c2ccc(C)cc2)C3)cc1OC (stereo not given)
-22%,-0.6,-9,-6%,4%,10%,-2.2,-5%,CCc1n[nH]c2c1/C(=N\O)CC(c1ccccc1)C2 (stereo not given)
-5%,-1.4,27,12%,-11%,13%,-5.6,-22%,Cc1c(Cl)ccc2c(C(=O)NCCN3CCCCC3)cc(-c3ccccn3)nc12
-3%,-0.2,.,-3%,3%,-12%,-3.1,-25%,Cc1cc(C(C)(C)C)oc1C(=O)N(CC(=O)NC1CCCC1)c1c(C)cccc1C
-3%,-4.2,4,0%,9%,-5%,-0.7,-1%,CCc1noc2c1/C(=N\O)CC(c1ccccc1)C2 (stereo not given)
2%,2.7,-1,4%,8%,21%,1.7,9%,CCn1c(C)cc(C(=O)COC(=O)CNC(=O)c2ccco2)c1C
-1%,-1.3,.,1%,-16%,-2%,-1.0,-6%,CCOC(=O)C1=C(C)NC(=O)N(C(C)=O)C1c1ccc(Cl)cc1 (stereo not given)
-4%,-0.7,.,21%,18%,-16%,-2.6,-7%,CCC1CCCCN1S(=O)(=O)c1ccc(NC(=O)c2cccs2)cc1 (stereo not given)
0%,3.2,-6,-2%,15%,6%,-2.3,1%,CCOC(=O)c1cccc(N2C(=O)c3ccccc3S2(=O)=O)c1
-27%,4.6,2,-9%,4%,-7%,0.8,0%,C/C(=N\NC(=S)NC(C)C)c1ccc2c(c1)OCCO2
1%,-0.9,.,-2%,-3%,9%,-1.1,13%,CCCCOC(=O)CCc1nc2ccccc2[nH]1
-2%,-1.8,1,1%,-9%,-3%,-0.3,0%,CCc1ccccc1NC(=O)c1ccc(CN2CCC(Cc3ccccc3)CC2)cc1
-8%,1.5,-1,-25%,-5%,13%,1.1,1%,CCCCN(C(=O)CSc1nncn1-c1ccccc1)c1c(N)n(Cc2ccccc2)c(=O)[nH]c1=O
-3%,-2.5,-3,2%,4%,12%,0.4,-7%,O=C(CCn1nc(-c2ccccc2)ccc1=O)N1CCOCC1
-20%,2.2,-2,1%,-6%,6%,2.0,11%,O=C(NCc1ccccc1)NC1(C(=O)N2CCOCC2)CCCCC1
0%,-1.3,.,5%,-13%,-13%,0.3,-5%,CCOC(=O)C1=C(c2ccccc2)OC(N)=C(C#N)C1c1ccc(Cl)s1 (stereo not given)

The list goes on; it opens with the 2 that closed the last part.
PLK1 PBD inh,CCT modulator,PI5P4K alpha inh,EPAC1 ag,EPAC2 agonist,WRN helicase inh,IL2 activator,EPAC1 antag,mol
-20%,2.2,-2,1%,-6%,6%,2.0,11%,O=C(NCc1ccccc1)NC1(C(=O)N2CCOCC2)CCCCC1
0%,-1.3,.,5%,-13%,-13%,0.3,-5%,CCOC(=O)C1=C(c2ccccc2)OC(N)=C(C#N)C1c1ccc(Cl)s1 (stereo not given)
7%,0.0,-11,-2%,3%,0%[57.1 µM],1.9,-3%,COc1ccc(NC(=O)Nc2nnc([C@H]3C[C@H](O)[C@@H](CO)O3)s2)cc1
2%,2.1,5,-1%,3%,4%,2.6,-5%,CN(C)S(=O)(=O)c1ccc(C(=O)OCc2nnc(-c3ccccc3)o2)cc1
-9%,-4.6,.,7%,11%,-16%,-2.0,1%,COc1ccc(-c2[nH]nc3c2C(c2ccccc2OC(=O)N2CCOCC2)C(C#N)=C(N)O3)cc1 (stereo not given)
-4%,-1.6,11,-2%,3%,2%,-0.8,-7%,CCC(=O)N1Cc2cc(C(=O)Nc3nccs3)nc(-c3cccc(-c4ccccc4OC)c3)c2[C@@H]1CCO
-3%,-1.2,13,11%,7%,0%,-2.0,17%,CC(=O)c1ccc(N2C(=NC(=O)CCc3ccccc3)SC3CS(=O)(=O)CC32)cc1 (stereo not given)
-14%,-1.2,-2,10%,14%,7%,3.4,?,O=c1ccc(-c2ccc(S(=O)(=O)N3CCCCC3)o2)n[nH]1
-10%,-0.7,.,4%,13%,-11%,11,-8%,O=C(Nc1cccc(-c2nc3ncccc3o2)c1)c1sc2ccccc2c1Cl
-3%,0.8,-5,14%,6%,0%,-1.2,7%,COc1ccc(NCC(O)Cn2cnc3c2c(=O)n(C)c(=O)n3C)cc1 (stereo not given)
-4%,-0.6,6,-7%,3%,4%,1.0,-10%,CC(=O)c1ccc(OCC(O)CN2CCN(CCO)CC2)cc1 (stereo not given)
-11%,2.5,-4,6%,10%,?,-0.2,-24%,Cc1cc(F)ccc1S(=O)(=O)Nc1ccccc1C(=O)NC1CCN(Cc2ccccc2)CC1
0%,-0.4,-5,-4%,-1%,-1%,0.7,24%,CC1(N2CCOCC2)C(=O)c2ccccc2C1=O
-5%,-1.2,-29,3%,7%,-6%,1.7,4%,O=C(/C=C/Nc1ccccc1O)c1ccco1
19µM*,-1.0,-6,4%,5%,-4%,-3.0,-7%,O=C(c1cc(COc2ccc(F)cc2Cl)on1)N1CCCCCCC1
-2%,-2.1,1,-6%,2%,-35%,-2.2,2%,Cc1[nH]n(-c2cccc3ccccc23)c(=O)c1C=Nc1ccc2[nH]c(=O)[nH]c2c1
1%,1.1,-1,4%,9%,-6%,-0.6,-12%,O=C(CC(C(=O)c1ccccc1)c1ccccc1)c1ccccc1 (stereo not given)
1%,1.4,-3,-5%,-5%,4%,-3.0,-18%,Cn1nccc1C(=O)N1CCCC(C(=O)c2ccc(C(F)(F)F)cc2)C1 (stereo not given)
-3%,-4.2,-4,-2%,4%,4%,0.6,11%,Cn1nnnc1SCc1cn2cccnc2n1
-1%,-2.3,1,15%,6%,-12%[57.1 µM],-0.5,17%,O=C1C2C3C=CC(C3)C2C(=O)N1c1ccccc1OS(=O)(=O)c1ccccc1 (stereo not given)
-9%,-3.1,2,0%,7%,?,-0.7,-6%,COc1ccc(OC)c(S(=O)(=O)n2c([N+](=O)[O-])cnc2C)c1
-12%,-2.5,4,-2%,-7%,1%,-2.6,-2%,COc1ccccc1N=C1SC(C(=O)Nc2ccc(F)cc2)CC(=O)N1C (stereo not given)
-8%,2.7,-11,-10%,-3%,11%,0.5,6%,Cc1ccccc1C(=O)NCC(=O)NNC(=S)NC(=O)c1ccccc1C
-1%,-1.2,.,-5%,-3%,0%,0.7,11%,COC(=O)Nc1nn(Cc2ccccc2F)cc1Br
-2%,0.6,5,0%,-5%,16%,0.8,-5%,O=C(CN1C(=O)NC2(CCc3ccccc32)C1=O)Nc1ccccc1Cl (stereo not given)
-7%,0.3,-1,3%,15%,-6%,-1.0,-2%,CN(C)c1ccc(C(C(=O)NC2CCCC2)N(C(=O)c2ccco2)C2CC2)cc1 (stereo not given)
-4%,-2.0,1,-2%,3%,2%,-2.5,16%,CCC(=O)N1CCc2cc(S(=O)(=O)NCCC(=O)NC3CCCCCC3)ccc21
-3%,-1.0,-6,4%,-8%,-10%,-0.2,-11%,N#Cc1cccc(NC(=O)COC(=O)c2cccc(N3C(=O)c4ccccc4C3=O)c2)c1

Single values from the list.
Entry of CCC(=O)N1Cc2cc(C(=O)Nc3nccs3)nc(-c3cccc(-c4ccccc4OC)c3)c2[C@@H]1CCO in PLK1 PBD inh: -4%
Entry of Cc1ccccc1C(=O)NCC(=O)NNC(=S)NC(=O)c1ccccc1C in CCT modulator: 2.7
Entry of Cc1[nH]n(-c2cccc3ccccc23)c(=O)c1C=Nc1ccc2[nH]c(=O)[nH]c2c1 in CCT modulator: -2.1
Entry of Cc1cc(F)ccc1S(=O)(=O)Nc1ccccc1C(=O)NC1CCN(Cc2ccccc2)CC1 in PI5P4K alpha inh: -4
